# Bioassay records deposited in PubChem BioAssay by National Center for Advancing Translational Sciences (NCATS).
# TSG101-PTAP inh = blocks PTAP/TSG101 interaction to inhibit HIV-1 budding | AID 493005 | Fluorescence polarization, FITC-PTAP peptide / Tsg101 binding | 340,000 tested, under 10 active | Q99816 | Potency, µM (series often up to 115 µM), without a hit: at the highest dose activity change, negative = inhibition, most hits filed as inhibitors; active means well fitted inhibition curve with a large enough effect in the main read-out, with a control signal flat, not every such curve was filed as active; inconclusive means small, poorly fitted or top-dose-only effect, or effect the other way, or a change in a side signal; inactive means no such curve, though single readings can be large or run the other way; further: potency means the concentration at half of the fitted maximal effect; % of control where 0% means no effect
#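 Tsg101 binding domain (10 uM final) was mixed with compound and a FITC-labeled PTAP peptide (50 nM final) in HEPES pH 7.5 buffer with NaCl, Tween 20, EDTA and TCEP; fluorescence polarization was read after 20 min at r.t.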
# TRPV1 agonist = activates the human vanilloid receptor TRPV1; AID 540275; TRPV1-expressing cells, Fluo-8 calcium influx, agonist mode; activation, % at 8.33 µM; 320,000 tested, 0.19% active; in the data active means activation above about 80%; inconclusive means between about 30% and that limit; further: 0% is about no effect
#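 Cells expressing TRPV1 were dye-loaded with Fluo-8 and read kinetically: 10 s baseline, 3 min after compound (agonist portion), then 2 min after EC20 capsaicin (allosteric enhancer portion). Calcium-bound dye fluorescence at 480/520 nm.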
# AT treatment = potential ataxia-telangiectasia treatment; Potency, µM (titrated, usually from 57.5 µM), inactives show top-dose activation, hits mostly activators; […] A-T fibroblasts, KAP-1 phosphorylation AlphaLISA; neocarzinostatin DNA damage 30 min before lysis; 320,000 tested, 0.19% active; further: potency means the concentration at half of the fitted maximal effect; % of control where 0% means no effect; nearly all actives have a fitted effect of over 45% in size
#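 hTERT-immortalized A-T patient fibroblasts ([…]), 500 cells/well in OPTI-MEM, 1% FBS, got compounds for 60 min, then NCS for 30 min at 37C. Lysates were then assayed for phospho-KAP-1 by AlphaLISA (anti-pKAP1 donor, anti-KAP1 acceptor beads), 6 hr at 25C.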
# BRCA1 expr up = activators of BRCA1 expression | MCF7-BRCA1-FFLuc reporter, luminescence, 48 h; response scale: scaled: vehicle 0%, 10 µM genistein 100% | Potency, µM (highest dose often 46.1 µM), for the others: at the highest dose activation, hits mostly activators | 380,000 tested, 1.1% active; further: potency means the concentration at half of the fitted maximal effect; nearly all actives have a fitted effect of over 80% in size; some results filed as inactive show a strong effect at the top dose
#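 First, MCF7-BRCA1-FFLuc cells (2000/well) attach for 2 h; next, compounds are pin-added and incubated 48 h at 37 °C; finally, luciferase reagent is added and luminescence read after 15 min.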
# Integrin act MD = activates integrin-mediated alleviation for muscular dystrophy | alpha7betagal myoblasts, beta-gal FDG fluorescence, 48 h | Potency, µM (top dose mostly 38.3 µM), for the others: at the top dose activation, actives largely listed as activators | 350,000 tested, 0.064% active;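 further: potency means the concentration at half of the fitted maximal effect; 100% = response of the positive control SU9516; nearly all actives have a fitted effect of over 60% in size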
#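 Alpha7betagal+/- myoblasts (passage 13) were plated 16-24 hr, then exposed to compounds (1:260 dilution of DMSO stock) for 48 hours at 37C. After MPER lysis, β-galactosidase reporter activity was read as FDG fluorescence (ex 480/em 540) after 30 minutes.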
# p53 reactivation = re-activators of mutant p53. H1299 p53-A138V BP100-luciferase reporter, luminescence, 24 h. Potency, µM (titrated, usually from 92.2 µM), for inactives: at the top dose activity change, positive = activation, most hits filed as activators. 320,000 tested, 0.063% active; further: potency means the concentration at half of the fitted maximal effect; % of control where 0% means no effect; nearly all actives have a fitted effect of over 45% in size
#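 H1299 (p53-null), stable ts p53-A138V + BP100-Luc; 1000 cells/well, Opti-MEM/10% FBS; cpd 4 pt, 1:5; 24 h, 37 deg C, 5% CO2; detection reagent 10 min RT; luminescence.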
# CXXC DNA block = inhibitors of human MLL CXXC domain-DNA interaction; Q03164; MLL-CXXC / FITC-HOXA9 DNA fluorescence polarization; Potency, µM (doses to about 115 µM), for inactives: at the highest dose activity change, negative = inhibition, hits mostly inhibitors; 290,000 tested, 0.037% active; AID 2662; active means well fitted inhibition curve with a large enough effect in the polarisation, with a control signal flat, not every such curve was filed as active; inconclusive means small, poorly fitted or top-dose-only effect, or effect the other way, or a change in a side signal; inactive means no such curve, though single readings can be large or run the other way; the % refers to the polarisation; further: potency means the concentration at half of the fitted maximal effect
#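 Steps: dispense CXXC domain solution (7 uM) → pin compounds or unlabeled HOX-A9 DNA control → 5 min ambient → add FLSN-HOX-A9 solution (50 nM) → spin → 30 min ambient → fluorescence polarization. Tris pH 7.5/NaCl/DTT/BSA buffer.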
# B2AR arrestin = recruits beta-arrestin to the human beta2-adrenergic receptor; beta-arrestin recruitment to beta2AR, cell-based reporter; P07550; Potency, µM (doses to about 46.1 µM), for the others: top-dose activation, usual class: activators; AID 492947; 330,000 tested, 0.02% active;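 further: potency means the concentration at half of the fitted maximal effect; 0% = DMSO controls and full agonism = EC100 isoproterenol or metaproterenol; nearly all actives have a fitted effect of over 65% in size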
# TCR act = activates T cell receptor signaling | primary human leukocytes, anti-CD3, IL-2 HTRF, 48 h | Potency, µM (top dose mostly 9.22 µM), for inactives: at the highest dose activation of IL-2 secretion, actives largely listed as activators | 330,000 tested, under 10 active | AID 504894; further: % of control where 0% means no effect
#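 HTRF read-out of IL-2 secretion: europium cryptate donor excited at 320nm, d2 acceptor emission at 665nm. Cells were primary human leukocytes incubated 48 hr with compounds and a-CD3 beads, supplying TCR signal only.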
# ELG1 repair inh = ELG1-dependent DNA repair inhibition; 330,000 tested, 2.3% active; Potency, µM (top dose mostly 46.1 µM), inactives show at the top dose activity change, negative = inhibition, most hits filed as inhibitors; HEK293T ELG1-luciferase reporter, luminescence, 16 h; DNA damage induced by 5-fluorouridine; further: potency means the concentration at half of the fitted maximal effect; on the % scale 0 is the no-effect control and ±100 the full control effect; nearly all actives have a fitted effect of over 55% in size
#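 DMSO vehicle served as the neutral condition. Each well held 2,000 cells given 5-fluorouridine plus compound; after 16 hr at 37 °C/5% CO2, ONE-Glo was added and luciferase measured 30 min later.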
# Active calls of the source: *; u = inconclusive; x = not tested or not shown; [ ] = dose if it differs, or a comment. Unless noted, the call rests on the fitted dose curve; in most records, active means well fitted curve in the direction sought with a large enough effect; inconclusive means small, poorly fitted or top-dose-only effect, or another doubt; inactive means no such curve, though single readings can be large; an effect the other way counts as inactive or inconclusive.
# The opening 2 entries (preview)
# Every second line gives: TSG101-PTAP inh | TRPV1 agonist | AT treatment | BRCA1 expr up | Integrin act MD | p53 reactivation | CXXC DNA block | B2AR arrestin | TCR act | ELG1 repair inh
NC(=O)c1c(-c2ccccc2)oc2ccc(O)cc12
  -3% | -2 | 0% | 2% | -3% | 12% | 23% | -0.3% | 8% | u
O=C(/C=C/c1cccc(Cl)c1)Nc1ncccn1
  -3% | 20 | -3% | 40% | 0% | u | 10% | 0.4% | -10%[46.1 µM] | u

# This part in full, from the start:
# Every second line gives: TSG101-PTAP inh | TRPV1 agonist | AT treatment | BRCA1 expr up | Integrin act MD | p53 reactivation | CXXC DNA block | B2AR arrestin | TCR act | ELG1 repair inh
NC(=O)c1c(-c2ccccc2)oc2ccc(O)cc12
  -3% | -2 | 0% | 2% | -3% | 12% | 23% | -0.3% | 8% | u
O=C(/C=C/c1cccc(Cl)c1)Nc1ncccn1
  -3% | 20 | -3% | 40% | 0% | u | 10% | 0.4% | -10%[46.1 µM] | u
Cc1ccc(C)c(S(=O)(=O)NC(Cc2c[nH]c3ccccc23)C(=O)O)c1 (stereo not given)
  -7% | 20 | 5% | 9% | 8% | -2% | -14% | -0.3% | -6% | u
CCOc1ccc(CCNC(=O)COC(=O)CNS(=O)(=O)c2ccc(C)cc2)cc1OCC
  0% | -2 | -1% | 15% | -10% | 2% | x | 0.8% | 7% | 1%
CCOc1ccc(NS(=O)(=O)c2csc(C(N)=O)c2)cc1
  -12% | -5 | -7% | -30% | -4% | -1% | 11% | 0.0% | 0% | u
CC(C)OC(=O)c1cccnc1SCC(=O)N(C)c1ccccc1
  -8% | 2 | 1% | 1% | -30%[7.66 µM] | 0% | u | 0.2% | x | -7%
COCCCNC(=O)c1cc2cc([N+](=O)[O-])cc(OC)c2oc1=O
  1% | 1 | -3% | -28% | 7% | -2% | 0% | -0.2% | -5% | 5%
CN(C)c1nc(NCc2ccccc2)nc(N/N=C/c2ccc(Cl)cc2Cl)n1
  -4% | x | 0% | -27% | 32% | 6% | 31%[activator] | -0.1% | -39% | u
CCOc1ccc(S(=O)(=O)N2CCCCC2)cc1NC(=O)CN1C(=O)NC(C)(C2CC2)C1=O (stereo not given)
  -2% | 1 | 0% | 2% | -27% | -6% | x | 0.0% | 7% | 0%
COc1ccc(-c2ccc3c(c2)S(=O)(=O)c2cccc(C(=O)NC4CCCCC4)c2C3=O)cc1OC
  12% | -3 | 29% | 0% | 26% | -2% | x | -0.3% | 1% | -3%
Cc1cccc(C(=O)NNc2ncnc3c2cnn3C)c1
  -2% | 1 | 0% | -13% | 43% | -1% | -1% | -0.9% | -13% | -15%
COc1ccc(CNc2nc3c(c(=O)n(Cc4ccc(Cl)cc4)c(=O)n3C)n2C)cc1
  5% | -1 | -7% | -73% | 16% | 1% | 31%[activator] | 0.1% | 0% | u
COc1ccccc1C(CNC(=O)c1cccc(S(=O)(=O)Nc2ccc(F)cc2)c1)N1CCCC1 (stereo not given)
  -1% | x | x | -30% | -37% | x | x | x | 6% | x
Cc1ccc(S(=O)(=O)Nc2cccc(C(=O)NCC(c3ccccc3)N(C)C)c2)cc1F (stereo not given)
  -5% | 12 | 19% | -6% | 16% | -1% | x | 1.3% | 3% | 5%
Cc1ccc(Cn2c(SCC(=O)N3CC(=O)Nc4ccccc43)nc3ccccc3c2=O)cc1
  3% | -3 | 2% | -52% | 27% | -13% | 5% | -1.8% | -4%[46.1 µM] | u
Cc1cccc(N2CCN(C(=O)CSc3nnnn3C3CC3)CC2)c1C
  -1% | u | 8% | 8% | -13% | 2% | x | 0.4% | 4% | u
O=[N+]([O-])c1ccccc1S(=O)(=O)N1CCCCC1
  -12% | -2 | -4% | -18% | -24% | -1% | 3% | -0.9% | -1%[46.1 µM] | 2%
Cc1c(Cl)cnc(NC(=O)COC(=O)c2nn(C)c(=O)c3ccccc23)c1Cl
  -15% | -6 | 3% | 5% | 13% | -22% | 10% | -0.2% | -5%[46.1 µM] | 20%
CC(=O)c1coc2ccc(OCCN3CCCCC3)cc12
  -13% | -1 | 6% | 41% | -49%[inhibitor] | 0% | -4% | 0.0% | -2% | 10%
COc1ccc(Oc2nc(C)cc(C)c2C#N)cc1
  -9% | -2 | 6% | -6% | -5% | -12% | -3% | 0.2% | -4% | 3%

# Six entries already listed, arranged by the value under Integrin act MD, falling.
SMILES	Integrin act MD
Cc1ccc(Cn2c(SCC(=O)N3CC(=O)Nc4ccccc43)nc3ccccc3c2=O)cc1	27%
COc1ccc(-c2ccc3c(c2)S(=O)(=O)c2cccc(C(=O)NC4CCCCC4)c2C3=O)cc1OC	26%
COc1ccc(CNc2nc3c(c(=O)n(Cc4ccc(Cl)cc4)c(=O)n3C)n2C)cc1	16%
Cc1c(Cl)cnc(NC(=O)COC(=O)c2nn(C)c(=O)c3ccccc23)c1Cl	13%
Cc1ccc(C)c(S(=O)(=O)NC(Cc2c[nH]c3ccccc23)C(=O)O)c1 (stereo not given)	8%
CCOc1ccc(NS(=O)(=O)c2csc(C(N)=O)c2)cc1	-4%

# Following part:
# Every second line gives: TSG101-PTAP inh | TRPV1 agonist | AT treatment | BRCA1 expr up | Integrin act MD | p53 reactivation | CXXC DNA block | B2AR arrestin | TCR act | ELG1 repair inh
O=C(CN1C(=O)CSc2ncccc21)Nc1cccc(Cl)c1
  -1% | 20 | 4% | -21% | 16% | 11% | -4% | -0.5% | -1% | u
Cc1cccc(OCC(=O)O/N=C(\N)c2ccc(Cl)cc2)c1
  -1% | -5 | 6% | 39% | 3% | 5% | 1% | -0.3% | -2% | 12%
CN(C(=O)CSc1nnc(Cc2ccccc2F)n1N)C1CCCCC1
  0% | x | -6% | 39% | 22% | 17% | x | 5.6% | -186% | u
CC(C)=CC1C=C(C)C(C)C2C(=O)NNC(=O)C12 (stereo not given)
  1% | -9 | x | 13% | 11% | -4% | 9% | 0.1% | 1% | u
COc1ccc(C2C3=C(N=C4SCC(=O)N42)c2ccccc2CC3)cc1 (stereo not given)
  -5% | -5 | u | 15% | -13% | u | -1% | 0.0% | 1% | 0%
CC(=O)c1ccc(NC(=O)c2sc3nc(N4CCOCC4)c4c(c3c2N)CCCC4)cc1
  -3% | -1 | 8% | 60% | -4% | 9% | -10% | -1.0% | -1% | u
COCCNC(=O)/C(=C/c1ccccc1Cl)c1ccccc1
  -2% | 6 | 0% | -44% | 28% | -3% | 17% | -0.5% | -1%[46.1 µM] | -15%
Cc1nn(-c2ccccc2)c(N2CCCC2)c1/C=N/NC(=O)C1CC1
  -4% | -1 | 2% | -31% | -6% | -2% | -2% | 0.2% | 1% | u
CCOC(=O)C1CCCN(CC(O)COCc2ccccc2OC)C1 (stereo not given)
  -2% | 0 | -1% | -18% | -7% | 2% | 3% | -0.1% | 2% | 4%
CC(=O)OC[C@]12CC[C@H]3[C@@](C)(CC[C@H]4C(C)(C)CCC[C@]34C)[C@@H]1C[C@@H](C1=CC(=O)O[C@@H]1OC(C)=O)O2
  x | x | -1% | x | x | -1% | x | 2.8% | x | 11%
S=c1[nH]nc(-c2ccc(Cl)cc2)n1-c1ccc(Cl)cc1
  -10% | 5 | 2% | -4% | 9% | x | -18% | -0.5% | x | 6%
COc1ccc(S(N)(=O)=O)cc1C(=O)NNC(=O)CN(C)S(=O)(=O)c1ccc(Cl)cc1
  -4% | 0 | 5% | -2% | -12% | 0% | x | -0.2% | 4% | 19%
COC(=O)c1sc(C(=O)OC)c(C(=O)OC)c1C(=O)OC
  -2% | 4 | 0% | -14% | -5% | 2% | -1% | -0.3% | -3%[46.1 µM] | -8%
O=C(NCc1ccccc1)C1=C[C@H](c2ccc3c(c2)OCO3)C[C@H](OCCCCO)O1
  -7% | 18 | 17% | -2% | -1% | -5% | -23% | -0.2% | 4% | 10%
COc1cccc(CNC(=O)C2CCN(c3cnccn3)CC2)c1
  2% | 24 | -2% | 11% | 12% | -6% | -1% | -0.5% | -3%[46.1 µM] | 4%
COc1cc2c(cc1OC)C(CSc1ccccc1C(=O)O)=NC(C)(C)C2
  -1% | 12 | 7% | -1% | -30% | -6% | -28% | 0.1% | 5% | -10%
O=C(NC(NNc1ccc([N+](=O)[O-])cc1)(C(F)(F)F)C(F)(F)F)c1ccc(F)cc1
  2% | -1 | 3% | -37% | 3% | 1% | 6% | 0.3% | -12%[46.1 µM] | 7%
COC(=O)c1ccc(CNC(=O)C(C)N=C2NS(=O)(=O)c3ccccc32)cc1 (stereo not given)
  -1% | 0 | 2% | -12% | -8% | -7% | x | -0.4% | -4% | -9%
COc1ccc2c(c1)CCCC21NC(=O)N(CC(=O)NCc2cccs2)C1=O (stereo not given)
  -3% | x | 0% | 24% | 21% | -2% | x | 2.8% | 1% | -2%
